JMJD2A Tudor – qHTS Assay for Inhibitors of JMJD2A-Tudor Domain. Potency, µM (top dose mostly 114 µM), without a hit: at the top dose activity change, negative = inhibition, usual class: inhibitors. 390,000 compounds, 4.4% hits. AID 504339, 2011. AlphaScreen JMJD2A-Tudor / H3K4me3 peptide binding; further: on the % scale 0 is the no-effect control and ±100 the full control effect; nearly all actives have a fitted effect of over 50% in size
Pol eta inh – qHTS for Inhibitors of Polymerase Eta | DNA polymerase eta (Homo sapiens), Q9Y253 | recombinant Pol eta, fluorescent DNA replication assay | Potency, µM (titrated, usually from 114 µM), for the others: at the top dose activity change, negative = inhibition, actives largely listed as inhibitors | 390,000 compounds, 1.2% hits | AID 588591, 2011; further: on the % scale 0 is the no-effect control and ±100 the full control effect
Target sequence (Q9Y253 whole entry, looked up): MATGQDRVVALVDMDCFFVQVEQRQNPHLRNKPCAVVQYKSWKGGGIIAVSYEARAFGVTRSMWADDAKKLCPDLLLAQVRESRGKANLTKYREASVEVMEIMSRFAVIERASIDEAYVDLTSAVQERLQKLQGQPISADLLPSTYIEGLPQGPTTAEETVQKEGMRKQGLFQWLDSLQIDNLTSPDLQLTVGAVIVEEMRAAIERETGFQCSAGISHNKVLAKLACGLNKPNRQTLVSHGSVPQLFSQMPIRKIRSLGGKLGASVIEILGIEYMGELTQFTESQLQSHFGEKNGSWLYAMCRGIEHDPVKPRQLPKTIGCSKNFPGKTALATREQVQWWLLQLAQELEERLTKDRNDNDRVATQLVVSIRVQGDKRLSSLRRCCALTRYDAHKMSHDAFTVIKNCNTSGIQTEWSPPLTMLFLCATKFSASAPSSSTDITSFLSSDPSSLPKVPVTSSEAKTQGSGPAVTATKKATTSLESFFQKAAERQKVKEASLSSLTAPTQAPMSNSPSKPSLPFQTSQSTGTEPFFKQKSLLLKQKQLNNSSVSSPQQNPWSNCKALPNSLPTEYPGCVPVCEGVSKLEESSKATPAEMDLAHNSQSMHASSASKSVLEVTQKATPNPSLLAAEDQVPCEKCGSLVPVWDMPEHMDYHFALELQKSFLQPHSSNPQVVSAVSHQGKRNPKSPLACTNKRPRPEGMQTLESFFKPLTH
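Pol eta (10 nM) was preincubated with compounds for 15 min at room temperature, after which fluorescent replication substrate (50 nM final) was added to start the reaction. Fluorescence was read kinetically at 0 and 10 min.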
POLI inh – qHTS for Inhibitors of Polymerase Iota; DNA polymerase iota (Homo sapiens), Q9UNA4; Pol iota fluorescent replication assay, 10 min; Potency, µM (highest dose often 115 µM), for inactives: at the top dose activity, negative = inhibition, usual class: inhibitors; 390,000 compounds, 1% hits
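Pol iota at 10 nM preincubated 15 min with compounds at room temperature; reaction started with fluorescent substrate, 50 nM final. Fluorescence read kinetically at 0 and 10 min; buffer-only wells as negative control.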
Pol beta inh – qHTS Assay for Inhibitors of DNA Polymerase Beta; P06746; Pol beta primer extension/strand displacement, fluorescence kinetic; Potency, µM (series often up to 114 µM), without a hit: at the top dose activity change, negative = inhibition, hits mostly inhibitors; 340,000 compounds, 1.3% hits; further: on the % scale 0 is the no-effect control and ±100 the full control effect
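Pol beta (10 nM) was preincubated with compound for 15 min at room temperature. The reaction was then started with 50 nM substrate and read immediately and after a further 10 min at room temperature.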
BAZ2B block – qHTS Assay for Inhibitors of BAZ2B; Bromodomain adjacent to zinc finger domain protein 2B (Homo sapiens), Q9UIF8; AlphaScreen BAZ2B-H3K14Ac peptide displacement; Potency, µM (highest dose often 114 µM), without a hit: at the highest dose activity change, negative = inhibition, usual class: inhibitors; 360,000 compounds, 4.4% hits; further: on the % scale 0 is the no-effect control and ±100 the full control effect; nearly all actives have a fitted effect of over 60% in size
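BAZ2B (50 nM) with biotin-H3(5-23)K14Ac peptide (50 nM) in PBS pH 7.4, 0.01% Tween-20, preformed 30 min, then compound 30 min at room temperature; top concentration 110uM. AlphaScreen streptavidin donor/nickel chelate acceptor beads (10 ug/mL final), 20 min dark, signal read.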
APE1 inh – qHTS Assay for Inhibitors of the Human Apurinic/apyrimidinic Endonuclease 1 (APE1) | recombinant APE1, TAMRA/BHQ-2 abasic DNA cleavage fluorescence | Potency, µM (doses to about 65.8 µM), inactives show top-dose activity change, negative = inhibition, usual class: inhibitors | 350,000 compounds, 0.35% hits | AID 2517, 2012;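 further: plate controls were vehicle for no effect and reference inhibitor for full effect; nearly all actives have a fitted effect of over 55% in size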
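Activity was derived from the fluorescence gain between first and third kinetic reads (60 s intervals, ex 525/em 598 nm) after 50 nM THF-abasic TAMRA/BHQ-2 duplex was added to 0.75 nM APE1 preincubated 15 min with compound.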
POLK inh – qHTS for Inhibitors of Polymerase Kappa | purified Pol kappa, fluorescent DNA synthesis assay, 10 min | Potency, µM (doses to about 107 µM), without a hit: at the highest dose activity, negative = inhibition, actives largely listed as inhibitors | 400,000 compounds, 0.53% hits; further: on the % scale 0 is the no-effect control and ±100 the full control effect
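Kinetic fluorescence screen: compound preincubated 15 min RT with 10 nM enzyme; 50 nM substrate (final) initiates; reads at 0/10 min.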
G9a inh – qHTS Assay for Inhibitors of Histone Lysine Methyltransferase G9a; Potency, µM (doses to about 102 µM), for inactives: at the highest dose activity, negative = inhibition, hits mostly inhibitors; Histone-lysine N-methyltransferase EHMT2 (Homo sapiens), Q96KQ7; 350,000 compounds, 8.8% hits; G9a H3K9 monomethylation, AlphaScreen, 2 h; AID 504332, 2011; further: on the % scale 0 is the no-effect control and ±100 the full control effect; nearly all actives have a fitted effect of over 75% in size
Target sequence (Q96KQ7 913-1193 limits assumed): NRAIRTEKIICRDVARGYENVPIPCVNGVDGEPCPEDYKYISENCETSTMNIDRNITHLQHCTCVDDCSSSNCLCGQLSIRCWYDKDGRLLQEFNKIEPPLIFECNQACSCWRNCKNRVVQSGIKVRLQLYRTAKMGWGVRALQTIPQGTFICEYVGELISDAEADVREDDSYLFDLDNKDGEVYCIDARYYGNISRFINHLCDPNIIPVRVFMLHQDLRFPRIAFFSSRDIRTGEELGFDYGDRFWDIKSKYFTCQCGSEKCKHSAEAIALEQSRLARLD
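AlphaScreen read-out: biotin-H3K9 peptide (500 nM) methylation by 20 nM enzyme with 20 uM SAM, 2 h at room temperature after 15 min compound preincubation; anti-monomethyl H3K9 antibody plus donor/acceptor beads, 10 min dark.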
BLM inh – qHTS Assay for Inhibitors of Bloom's syndrome helicase (BLM). RecQ-like DNA helicase BLM (Homo sapiens), P54132. recombinant BLM DNA unwinding, fluorescence dequenching. Potency, µM (doses to about 56.1 µM), for the others: at the top dose activity change, negative = inhibition, hits mostly inhibitors. 350,000 compounds, 0.2% hits;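 further: plate controls were vehicle for no effect and no enzyme for full effect; nearly all actives have a fitted effect of over 35% in size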
An asterisk follows results filed as active; ? = inconclusive; / = no result given; [ ] = dose if it differs, or a comment. The call rests on the fitted dose curve; in most records, active means well fitted curve in the direction sought with a large enough effect; inconclusive means small, poorly fitted or top-dose-only effect, or another doubt; inactive means no such curve, though single readings can be large; an effect the other way counts as inactive or inconclusive. Potency means the concentration at half of the fitted maximal effect.

JMJD2A Tudor,APE1 inh,BLM inh,POLK inh,BAZ2B block,G9a inh,Pol beta inh,Pol eta inh,POLI inh,mol
5%,-1%,-1%,-7%,0%,-5%[12.7 µM],1%,-14%,17%,COC(=O)C1=C(C)NC2=C(C(=O)CCC2)C1c1coc2ccccc2c1=O (stereo not given)
-17%,7%,4%,3%,-7%,9%,23%,-14%,-8%,O=C(/C=C(\c1ccccc1)n1cncn1)c1ccccc1
-20%,-5%,5%,1%,?,?,13%,-12%,-4%,CN1CCN(C(=O)/C=C/c2cn(-c3ccccc3)nc2-c2ccc3c(c2)OCCO3)CC1
-14%,10%,1%,2%,-38%,?,-21%,-14%,6%,COc1ccc(C)cc1S(=O)(=O)n1c([N+](=O)[O-])cnc1C
-18%,-16%,-1%,-13%,5%,?,47%,-6%,-19%,O=C(CN1CCN(CC(=O)Nc2ccccc2Cl)CC1)Nc1ccc(F)c(F)c1
1%,0%,-8%,-6%,0%,17%,-21%,-23%,-17%,COc1ccc2c(c1)C(C)=CC(C)(C)N2S(=O)(=O)c1ccc(Br)cc1
0%,/,/,-10%,/,/,/,4%,11%,O=C1c2ccccc2C(=O)N1Cc1nc2ccccc2c(=O)n1CCN1CCOCC1
-32%,/,-6%,7%,0%,?,1%,-16%,7%,CCC(=O)Nc1ccc(C)cc1-c1nc2ccccc2n(C(C)C(=O)Nc2ccccc2CC)c1=O (stereo not given)
-8%,8%,-3%,-5%,2%,-38%,-16%,0%,-18%,O=C(CN1CCOCC1)N/N=C/c1ccco1
-7%,2%,-3%,10%,-15%,-15%,-18%,-18%,49%[activator],COc1ccccc1C(=O)NCCc1c(C)[nH]c2c(C)ccc(F)c12
-8%,-4%,1%,-9%,9%,56%[activator],-2%,1%,10%,O=C(C#Cc1ccccc1)Nc1ccc(F)cc1
-1%,2%,3%,6%,3%,-22%[12.7 µM],-1%,-15%,-3%,Cc1ccc(-c2cc(C(=O)NCC3CCCO3)no2)cc1 (stereo not given)
11%,28%,-9%,16%,-5%,/,50%,-8%,-27%,CC(=O)N1N=C(c2ccccc2)OC12CCCC2
-3%,/,-3%,-9%,-7%,4%[59 µM],31%,/,?,Cc1ccc(CN2C(=O)c3ccccc3CC2(C)C(=O)NC2CCCCC2)cc1 (stereo not given)
-12%,1%,0%,-19%,1%,7%,69%,0%,-21%,O=C(N[C@@H](Cc1c[nH]c2ccccc12)C(=O)O)C1CCN(S(=O)(=O)c2cccs2)CC1
-14%,-6%,1%,-3%,?,-4%[12.7 µM],?,-5%,-29%,O=C(CC(=O)c1ccccc1)Nc1ccccc1C(F)(F)F
-1%[57.1 µM],-2%,-8%,-8%,17%,?,0%,-1%,6%,CCN(CC)C(=O)CN(C#N)c1nc(OC)nc(N(C)C)n1
?,2%,-9%,-16%,?,-17%[59 µM],3%,-15%,4%,CN(C)c1ccc(S(=O)(=O)NCC(=O)OCC(=O)Nc2cc(Cl)cc(Cl)c2)cc1[N+](=O)[O-]
-11%,-16%,-6%,8%,-32%,79µM*,-1%,-13%,74%[activator],O=C(Nc1cccc2cccnc12)c1cccc([N+](=O)[O-])c1
-8%,-10%,-5%,6%,-8%,45µM*,16%,-10%,10%,O=C(CSc1nnc(-c2cccnc2)o1)Nc1cccc(Cl)c1
-6%,12%,/,-6%,/,/,/,-15%,27%,Cc1cc(C)c(NC(=O)CSc2cccc[n+]2[O-])c(C)c1
3.2µM*,5%,1%,-18%,71µM*,-46%[12.7 µM],2%,0%,4%,O=C(CNC1CCCCC1)N1CCc2ccccc2C1
-19%,/,-7%,10%,89µM*,-26%[59 µM],17%,-13%,-10%,Cc1ccc(-c2nc3cc(C(C)C)ccc3o2)cc1NC(=O)c1cc([N+](=O)[O-])ccc1N1CCOCC1
-24%,-3%,-3%,-7%,10%,-1%,6%,9%,3%,Cc1cc(C(=O)O)c(C)n1-c1ccccc1
-19%,-1%,-1%,-20%,-2%,40%[12.7 µM],15%,5%,-5%,CCOc1cc(C(=S)N2CCOCC2)ccc1OS(=O)(=O)c1ccc(NC(C)=O)cc1
?,-8%,-15%,10%,?,20µM*,-8%,-25%,9%,Cc1nc(C)c(-c2csc(Nc3ccc(F)cc3)n2)s1
-1%,/,-6%,-16%,2%,?,-19%,-5%,9%,COc1ccc(OCC(=O)N2CCN(C(=O)c3ccc(OC)c(OC)c3)CC2)cc1
25µM*,4%,-1%,5%,?,20µM*,-13%,-12%,59%[activator],COc1ccc(C(=O)N2CCN(Cc3ccccc3C(F)(F)F)CC2)cc1
-27%,3%,2%,-4%,-5%,-1%[12.7 µM],-6%,-19%,12%,CCSc1ncc(Cl)c(C(=O)Nc2ccc(S(=O)(=O)Nc3onc(C)c3C)cc2)n1
-6%,/,-2%,-1%,/,?,30%,0%,-25%,Cc1ccc(C)c(NC(=O)C2CCN(S(=O)(=O)c3c(C)noc3/C=C/c3cccs3)CC2)c1
28µM*,-5%,/,-20%,/,/,/,-18%,9%,COc1ccc2c(-c3ccc(OCCN4CCCCC4)cc3)c(-c3ccccc3OC)sc2c1
28%,/,-12%,-6%,-5%,-10%[59 µM],-6%,?,-18%,Cc1ccc(NC(=O)Cc2coc3ccc(C(C)C)cc23)cc1Cl
-20%,0%,-3%,-1%,0%,?,6%,-3%,?,COc1ccc(Cc2nnc(NC(=O)C3CCCO3)s2)cc1OC (stereo not given)
-11%,-2%,-5%,-1%,0%,-7%,1%,-17%,145%[activator],Cc1cc(NC(=O)c2sc(Nc3ccc(F)c(Cl)c3)nc2N)no1
-1%,7%,-2%,-1%,?,17%[0.501 µM],12%,-10%,15%,CSc1ncc(Cl)c(C(=O)Nc2cccnc2)n1
-13%,1%,0%,-7%,-4%,0%,-26%,-12%,-1%,CS(=O)(=O)N1CCN(CC(=O)NC2CCCCC2)CC1
-29%,-9%,-8%,-18%,1%,?,-22%,-9%,-3%,COC(=O)C1=C(C)N(c2ccc(C)c(C)c2)/C(=C/c2ccc(O)cc2)C1=O
-16%,6%,4%,1%,-27%,19%[59 µM],14%,2%,-8%,Clc1ccc(-n2nnc(-c3cccnc3)n2)cc1Cl
-3%,3%,/,-5%,/,/,/,-11%,-6%,CC(NC(=O)COC(=O)C12CC3CC(CC(O)(C3)C1)C2)c1ccccc1 (stereo not given)
-12%,-3%,0%,0%,2%,19%[12.7 µM],3%,5%,17%,COC(=O)NCCOc1cc(C)ccc1C
-28%,6%,-16%,-21%,-3%,-15%,-1%,-9%,-7%,CCOc1ccc2[nH]c(C(=O)N/N=C/c3cccc(OC)c3OC)cc2c1
-11%,-7%,0%,-11%,-16%,-21%,40%,-6%,81%[activator],CCOc1cc(/C=N/NC(=O)c2cccnc2)cc(Br)c1OCC(N)=O
-20%,?,-7%,7%,-16%,-37%,-17%,-5%,-13%,O=C(O)CSc1nnc(COc2cccc3ccccc23)n1Cc1ccccc1
-34%,-2%,-2%,-10%,?,18µM*,-73%,?,?,Cc1ccc(C(=O)NNc2c3ccccc3nc3ccccc23)cc1
-6%,0%,-1%,-17%,?,/,32%,?,0%,C=CCn1c(COc2ccc(OC)cc2)nc2ccccc21
?,?,-1%,6%,?,?,16%,-5%,?,O=C(Oc1cc(=O)oc2ccccc12)c1ccco1
-6%,1%,1%,-5%,-4%,-2%,3%,-10%,101%[activator],O=C(O)c1ccc(/C=N/NC(=S)NC2CCCCC2)cc1
5%,-15%,-7%,6%,-11%,-8%,-28%,-11%,3%,COc1ccc(/C=C(/NC(=O)c2ccccc2)C(=O)Nc2cccc(C(=O)O)c2)cc1
-1%,74%[activator],-2%,-16%,-20%,11%,1%,-1%,25%,COC(=O)C1CCN(Cc2c(C(=O)N3C[C@@H](C)O[C@@H](C)C3)nc3ccc(Cl)cn23)CC1
-12%,-27%,/,-20%,1%,?,/,-20%,36%[activator],CN(CC(=O)NC(=O)NC1CCCCC1)c1ccccc1
-20%,0%,-11%,5%,-21%,-2%,-9%,-11%,40%[activator],COCCn1c(C)cc(C(=O)COc2ncnc3ccc(Br)cc23)c1C
-32%,46%[activator],-11%,-25%,-28%,6%,5%,-7%,62%[activator],COc1ccc(N(CC(=O)Nc2ccccc2OC)S(=O)(=O)c2ccc(NC(C)=O)cc2)cc1
-1%,/,-2%,4%,-7%,1%[59 µM],-7%,-9%,49%[activator],CCCCC(=O)Nc1ccc2nc(SCC(=O)N3CCCC3)sc2c1
15%,-1%,1%,-2%,-1%,3%,6%,-2%,27%,CCOC(=O)N1CCN(C(=O)C2CCN(S(=O)(=O)c3ccc(C)cc3)CC2)CC1
-11%,/,-1%,-16%,2%,-1%[59 µM],24%,-8%,-2%,CC1=C(C(=O)Nc2ccc(C)cc2C)C(CC(C)C)n2nc(SCc3ccccc3C)nc2N1 (stereo not given)
-14%,2%,3%,4%,-20%,-35%,-21%,-7%,6%,O=C(COC(=O)c1ccncc1)c1ccccc1

Entries of single compounds from above:
`COc1ccc(/C=C(/NC(=O)c2ccccc2)C(=O)Nc2cccc(C(=O)O)c2)cc1` across the screens: JMJD2A Tudor: 5%; APE1 inh: -15%; BLM inh: -7%; POLK inh: 6%; BAZ2B block: -11%; G9a inh: -8%; Pol beta inh: -28%; Pol eta inh: -11%; POLI inh: 3%
`COc1ccc2c(-c3ccc(OCCN4CCCCC4)cc3)c(-c3ccccc3OC)sc2c1` across the screens: JMJD2A Tudor: 28µM*; APE1 inh: -5%; BLM inh: /; POLK inh: -20%; BAZ2B block: /; G9a inh: /; Pol beta inh: /; Pol eta inh: -18%; POLI inh: 9%

These rows are one share of the data, so the mix of outcomes need not match the whole.
